SIAE inh – human SIAE inhibition, primary screen. Q9HAT2. SIAE FP-Rh probe binding, fluorescence polarization. inhibition, % at 9.66 µM. hit rate 0.69% among 370,000. AID 1053197;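 active = inhibition above a cutoff: mean of compounds within the control limits plus 3 SD of those, cut at about 17% in these data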;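 also: 0% = plate median of compound wells and 100% = probe without SIAE protein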
proKLK7 act – activates the human kallikrein-7 zymogen. hit rate 0.9% among 370,000. P49862. purified proKLK7, EDANS-DABCYL substrate fluorescence; 100% is mature enzyme control, 0% vehicle. activation, % at 7 µM;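 active = activation above the mean of all tested compounds plus 3 SD, computed per campaign excluding outliers beyond control limits, cut at about 13% in these data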
Target sequence (P49862 whole entry, looked up): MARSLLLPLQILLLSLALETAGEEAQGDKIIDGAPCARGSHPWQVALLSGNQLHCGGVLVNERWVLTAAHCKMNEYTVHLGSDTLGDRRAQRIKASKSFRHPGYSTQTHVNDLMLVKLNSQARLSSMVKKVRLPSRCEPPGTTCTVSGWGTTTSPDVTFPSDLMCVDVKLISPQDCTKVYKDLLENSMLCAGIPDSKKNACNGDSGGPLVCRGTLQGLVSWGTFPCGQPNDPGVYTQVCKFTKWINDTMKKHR
TDP2 inh – blocks human TDP2 phosphodiesterase activity; hit rate 0.34% among 370,000; recombinant TDP2, T5PNP hydrolysis, p-nitrophenol absorbance 415 nm; inhibition, % at 12.8 µM; O95551;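 active = inhibition above the mean of all tested compounds plus 3 SD, set per campaign, cut at about 25% in these data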;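 also: 0% = DMSO with enzyme and 100% = buffer with substrate but no TDP2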
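System: recombinant human TDP2 / Amount: 120 nM TDP2 per well / Also added: 5 mM T5PNP chromogenic substrate / Doses: 12.8 µM single point, 1% DMSO / Incubation: 2 h at 37 °C / Detection: p-Nitrophenol epi absorbance / Evaluation: % inhibition relative to enzyme-containing and enzyme-free wells / Repeats: singlicate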
PRMT1 FP inh – blocks human protein arginine methyltransferase 1; recombinant PRMT1, activity-based probe fluorescence polarization; inhibition, % at 2.79 µM; Q99873; hit rate 1.3% among 370,000;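 active = inhibition above about 21% made by adding two undisclosed values, limit read from the data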
Target sequence (Q99873 whole entry, looked up): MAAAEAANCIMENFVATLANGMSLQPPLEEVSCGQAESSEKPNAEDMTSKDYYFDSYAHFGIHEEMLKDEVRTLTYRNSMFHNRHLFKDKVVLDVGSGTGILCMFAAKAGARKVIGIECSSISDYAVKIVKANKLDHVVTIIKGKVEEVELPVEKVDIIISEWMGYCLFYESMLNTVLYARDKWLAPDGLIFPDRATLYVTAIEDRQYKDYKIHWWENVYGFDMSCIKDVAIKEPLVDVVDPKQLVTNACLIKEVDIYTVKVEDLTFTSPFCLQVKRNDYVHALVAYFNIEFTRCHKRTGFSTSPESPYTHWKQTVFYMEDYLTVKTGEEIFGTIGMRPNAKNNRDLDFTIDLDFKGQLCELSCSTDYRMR
TCR-CD3 inh – human TCR-CD3 binding inhibition; TAMRA-labeled TCR probe fluorescence, biochemical; inhibition, % at 9.4 µM; hit rate 0.37% among 360,000; in the data active = inhibition above about 19%;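 also: recombinant mutant TCR 2C K166C tagged with TAMRA read by polarization; 0% = receptor in buffer alone and 100% = receptor with positive control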
UHRF1 binding – blocks human UHRF1 binding to methylated DNA. hit rate 0.75% among 370,000. UHRF1 binding to methylated oligo, TR-FRET. inhibition, % at 4.4 µM. AID 687016. Q96T88; in the data active = inhibition above about 21%;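 also: UHRF1 SRA domain binding a hemimethylated CpG hairpin DNA probe; 0% = median of test compound wells and 100% = reference inhibitor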
DDE Tn7 FP inh – inhibitors of Tn7 peptide binding to human fibrin DD(E). hit rate 0.13% among 370,000. FP displacement of FITC-Tn7 peptide from fibrin DD(E); 0% = median of compound wells per plate. P02675. inhibition, % at 8.3 µM;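 active = inhibition above the mean of compounds falling within the control limits plus 3 SD of them, cut at about 14% in these data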;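 also: 0% = plate median of compound wells and 100% = 10 µM Aha-Tn7 peptide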
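Assay system: human fibrin DD(E). Input: DD(E) 2 µM final. Medium: Tris buffer with calcium and detergent, pH 7.8. Compound dosing: single point at 8.3 µM. Timing: 10 min plus 3 h, room temperature. Technique: fluorescence polarization of the labelled Tn7 tracer. Read-out: percent inhibition. Replicates: singlicate testing.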
LEDGF integ inh – blocks HIV-1 LEDGF/p75-dependent DNA integration; hit rate 0.64% among 370,000; inhibition, % at 3.7 µM; TR-FRET IN-LEDGF/p75 DNA integration, Eu/Cy5;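 active = inhibition above the screen-wide mean plus 3 SD, cut at about 13% in these data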;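 also: signal is the Cy5 over europium emission ratio at 671 and 618 nm; 0% = plate median of compound wells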
MBD2 inh – MBD2-methylated oligo binding inhibition; inhibition, % at 4.4 µM; hit rate 0.31% among 370,000; TR-FRET, MBD2 binding to methylated oligonucleotide; Q9UBB5; in the data active = inhibition above about 13%
Target sequence (Q9UBB5 whole entry, looked up): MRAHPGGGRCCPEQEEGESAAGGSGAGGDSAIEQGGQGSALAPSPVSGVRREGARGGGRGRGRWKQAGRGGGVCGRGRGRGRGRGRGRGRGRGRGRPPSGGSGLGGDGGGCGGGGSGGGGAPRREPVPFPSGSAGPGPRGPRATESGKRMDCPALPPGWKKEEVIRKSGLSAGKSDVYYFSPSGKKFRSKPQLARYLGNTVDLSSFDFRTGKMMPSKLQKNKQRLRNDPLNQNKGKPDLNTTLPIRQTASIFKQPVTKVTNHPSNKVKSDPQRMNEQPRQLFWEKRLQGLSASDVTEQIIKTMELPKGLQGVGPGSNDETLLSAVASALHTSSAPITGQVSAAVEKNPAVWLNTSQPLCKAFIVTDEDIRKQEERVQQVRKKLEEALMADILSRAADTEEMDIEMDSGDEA
Tn6 DDE FP – DD(E)-Tn6 binding inhibition, primary FP screen; hit rate 0.21% among 370,000; Fibrin DD(E) TRITC-Tn6 fluorescence polarization displacement; P02675; inhibition, % at 8.3 µM;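 active = inhibition above a per-campaign cutoff: mean of compounds within control limits plus 3 SD, cut at about 15% in these data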;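 also: 0% = median of all compound wells on the plate and 100% = blocking peptide control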
The depositor's hits bear a star; . = no result given.

SIAE inh | proKLK7 act | TDP2 inh | PRMT1 FP inh | TCR-CD3 inh | UHRF1 binding | DDE Tn7 FP inh | LEDGF integ inh | MBD2 inh | Tn6 DDE FP | canonical_smiles
8 | -0.4 | 0 | -3 | -5 | -1 | 3 | -1 | -3 | 5 | OC[C@@H]1CN(Cc2ccc(Cl)cc2)C[C@H](n2cnc3c(N4CCN(c5ccccc5)CC4)ncnc32)O1
-25 | 0.0 | -6 | 1 | 10 | -2 | 1 | -2 | -6 | -5 | O=C(Cc1ccccc1)Nc1ccc(C(=O)Nc2ccccc2C(=O)O)cc1
-12 | -0.2 | -1 | -1 | 2 | -2 | 3 | 0 | -6 | -1 | CC(=O)Nc1ccc(C(=O)Nc2ccc(S(=O)(=O)N3CCCCC3)cc2)cc1
-9 | 0.5 | 6 | -2 | 7 | -2 | -8 | 2 | -4 | 0 | O=C(CCC1CCCCC1)Nc1ncn[nH]1
5 | 0.1 | 1 | -3 | 0 | -2 | -4 | 1 | -1 | -2 | O=c1[nH]c2cccnc2n1Cc1ccccc1
3 | 0.8 | -7 | -2 | 9 | 1 | 0 | -3 | -1 | 2 | CCOC(=O)Cc1c(C)nc2c(-c3ccccc3)c(C)nn2c1C
-5 | 0.1 | -3 | -6 | 4 | -2 | -6 | 3 | 4 | 0 | O=C(C=CC(=O)Nc1ccc(F)cc1F)Nc1ccc(F)cc1F
-3 | -0.1 | -12 | -7 | -3 | 3 | 1 | 3 | 4 | -11 | Cc1cccc(N(C(=O)CNC(=O)c2cccs2)C(C(=O)NC2CCCC2)c2ccncc2)c1 (stereo not given)
-5 | -0.7 | -2 | 0 | 5 | -1 | 5 | -1 | 0 | 8 | COC(=O)c1ccc(CN2C(=O)NC3(CCC(C)CC3)C2=O)cc1 (stereo not given)
9 | 0.4 | 3 | -1 | 5 | -2 | -11 | 2 | -5 | 0 | COc1cccc(C(=O)Nc2c(C)n[nH]c2C)c1
4 | -0.3 | -3 | -2 | -2 | 0 | -1 | -5 | 1 | 1 | CCN(CC)CCNC(=O)c1ccc(NC(=O)C2CC(=O)N(CCc3ccc(OC)c(OC)c3)C2)cc1 (stereo not given)
-60 | -0.8 | 6 | 2 | 1 | 2 | -1 | -2 | -4 | -9 | COc1ccc(C)cc1NS(=O)(=O)c1ccc(NC(=O)CN(c2cc([N+](=O)[O-])ccc2C)S(C)(=O)=O)cc1
-9 | 0.0 | -24 | -1 | -5 | 2 | 6 | 3 | -2 | -3 | Cc1ccc(S(=O)(=O)N2CCC(C(=O)N3CCCCCCC3)CC2)cc1
0 | 0.2 | -6 | -2 | 4 | 1 | 1 | 3 | -6 | 7 | O=C(CSc1nnc(NC(=O)c2c(F)cccc2F)s1)NCc1ccc(F)cc1
5 | 0.5 | -2 | 4 | -7 | 0 | 0 | 7 | 5 | -12 | COc1ccc(Cc2nnc(N/N=C/c3ccc(N(C)C)cc3)[nH]c2=O)cc1OC
2 | 0.1 | 4 | 6 | -9 | 4 | 10 | 0 | 1 | 5 | O=C1CC(c2ccccc2)CC(=O)C1Sc1ccc(Cl)cc1 (stereo not given)
-5 | -0.1 | -6 | 1 | -2 | 1 | 6 | 1 | -4 | 12 | c1ccc(-c2nccc(-c3ccco3)n2)nc1
-7 | 0.1 | -11 | 9 | -3 | 6 | -3 | -1 | 8 | -10 | CCCn1nc(C(=O)NNC(=O)CSC(C)C(=O)Nc2cc(C)on2)c2ccccc2c1=O (stereo not given)
23* | 0.0 | -6 | 9 | -6 | 24* | 1 | 0 | 12 | -5 | COc1ccccc1C(=O)N1CCN(C(=O)[C@H]2O[C@@H](n3cnc4c(N)ncnc43)[C@H](O)[C@@H]2O)CC1
-5 | -0.7 | -21 | -3 | -14 | 4 | -2 | 3 | -4 | 4 | O=C(NNS(=O)(=O)c1ccc(Br)cc1)C1CCCCC1
-2 | 47* | 6 | -2 | 8 | -2 | -5 | 1 | 4 | -6 | CN(C)S(=O)(=O)c1ccc(C(=O)Nc2nc(-c3cccs3)cs2)cc1
-3 | -2.3 | -3 | 9 | 0 | -3 | 0 | 2 | -4 | 7 | CCN(CC)C(=O)CSc1nc(C)cc(-c2cccs2)c1C#N
9 | -0.5 | 2 | -4 | 4 | -1 | -9 | 3 | 4 | 7 | CCCN1CNC(=S)N(c2ccccc2OC)C1
3 | 0.2 | 16 | 1 | -12 | -1 | 4 | -2 | 3 | -2 | Cc1cc(NC(=O)C2CC(=O)N(c3ccccc3C)C2)no1 (stereo not given)
-6 | -0.6 | -8 | -5 | 4 | -1 | -4 | -2 | 0 | 2 | O=C(NCc1cccs1)c1cc2ccccc2o1
4 | -0.1 | -1 | -3 | 2 | -1 | -9 | 2 | -3 | 6 | Cc1cc(C(=O)COc2ccccc2Cl)c(C)n1C1CC1
-1 | 0.1 | -10 | 3 | -2 | 0 | 1 | 1 | -3 | -1 | O=C1N(c2ccccc2)C(=Nc2ccccc2)SC12CC2
4 | -0.1 | -7 | -1 | -7 | 2 | 1 | 2 | -7 | 3 | CN(C(=O)CCNC(=O)Cn1cnc2ccccc2c1=O)c1ccc(Br)cc1
-1 | -8.3 | -8 | 0 | -3 | -3 | -1 | 6 | -6 | -2 | CCC(=O)Nc1ccc2c(c1)nc1n2CCN(CCOC)C1
-3 | 0.0 | -2 | 2 | -4 | 4 | -6 | -3 | 2 | 6 | COc1ccc(CCC(=O)Nc2cc(S(=O)(=O)N3CCCCC3)ccc2N(C)C)cc1
0 | -0.5 | -7 | -6 | 4 | 1 | 6 | -2 | -2 | 2 | COc1ccc(C(=O)CSc2nnc(CNC(=O)c3ccccc3)o2)cc1
-6 | 0.2 | -6 | 5 | . | 4 | -6 | 2 | 8 | -5 | C=CC(=O)NC1CCCCN(CC)C1=O (stereo not given)
11 | 0.0 | -5 | -2 | 8 | 0 | -7 | -2 | -5 | -1 | COc1ccc(NC(=O)CCS(=O)(=O)c2ccc(OC)cc2)cc1
-1 | 0.2 | -18 | -4 | -4 | 2 | -6 | 4 | -3 | 5 | O=C(COC(=O)CCN=C1NS(=O)(=O)c2ccccc21)NC1CCCCCCC1
-3 | -0.3 | -5 | 0 | 9 | 2 | 3 | -4 | 0 | 2 | CCCC1CCC(C(=O)Nn2cnc3ccccc3c2=O)CC1 (stereo not given)
-5 | -0.5 | -8 | 3 | -3 | 0 | -1 | -5 | 2 | -1 | COc1cc(C2C(C(=O)c3ccc(C)o3)=C(O)C(=O)N2c2cc(C)on2)ccc1OCc1ccccc1 (stereo not given)
8 | 0.5 | 6 | -4 | -4 | -3 | 5 | -2 | 3 | 3 | O=C1CC[C@@H]2CC3(C[C@@H]4CCN1[C@H]24)Nc1cc(Cl)ccc1NC3=NC1CCCCC1 (stereo not given in full)
-2 | -0.1 | 3 | -4 | 2 | 2 | -2 | -1 | 2 | -6 | COc1ccccc1C(O)P(=O)(OC1CCCCC1)OC1CCCCC1 (stereo not given)
16 | 0.2 | -9 | -4 | 1 | 1 | 3 | -1 | -6 | 3 | Cc1cc(C)n2nc(C(=O)NC(C)(C)C)nc2n1
4 | 0.3 | -1 | 0 | 3 | 0 | 1 | -3 | -3 | 1 | C[C@H]1CN([C@@H](C)CO)C(=O)c2cc(Br)cnc2O[C@H]1CN(C)C(=O)c1cccnc1
3 | 0.5 | -2 | -5 | 2 | 0 | 5 | -2 | -7 | 8 | CC1=C(C#N)C(NC(=O)c2ccccc2Cl)(C(F)(F)F)C(=O)N1 (stereo not given)
2 | 0.4 | -18 | 1 | -4 | 2 | 4 | 2 | -3 | 0 | O=C(O)CCCSCC(=O)Nc1ccccc1
-7 | -0.5 | -4 | -2 | -3 | 2 | -5 | 8 | 2 | -8 | CC(C)CC(N)c1csc(NC(=O)Nc2ccccc2-c2ccccc2)n1 (stereo not given)
1 | 0.6 | 3 | 3 | -1 | -2 | 3 | -3 | 2 | 2 | N#CCCN(C(=O)CSc1nc(-c2ccccc2)cn1N)c1ccc(F)cc1
1 | -0.1 | -2 | -2 | -4 | -2 | -6 | 5 | -2 | -1 | COc1ccc(NC(=O)COc2ccc(Br)cc2)c(OC)c1
14 | -0.1 | -4 | -4 | 7 | -2 | 4 | 0 | 4 | -11 | Oc1ccc(-c2nc(-c3ccc(F)cc3)c(-c3ccncc3)[nH]2)cc1
1 | -0.5 | -2 | 0 | 1 | 1 | -6 | 1 | 2 | 0 | CCOC(=O)c1c(NC(=O)CNC2CCCc3ccccc32)sc(C(N)=O)c1C (stereo not given)
7 | 0.0 | 1 | -1 | -1 | -1 | -1 | 0 | -3 | -4 | COC(=O)N/N=C/c1c[nH]c2ccccc12
1 | 0.8 | 10 | -3 | 3 | -2 | 6 | 2 | 1 | -7 | COc1ccc(OC)c(S(=O)(=O)N2CCN(c3ccccn3)CC2)c1
-1 | -0.5 | -20 | 3 | -7 | 7 | -4 | -1 | 4 | -1 | CSCCC(NS(=O)(=O)c1ccc2c(c1)OCCO2)C(=O)NCCc1ccccn1 (stereo not given)

Overlap with the part before: 4 compounds; new compounds follow.
SIAE inh | proKLK7 act | TDP2 inh | PRMT1 FP inh | TCR-CD3 inh | UHRF1 binding | DDE Tn7 FP inh | LEDGF integ inh | MBD2 inh | Tn6 DDE FP | canonical_smiles
1 | -0.5 | -2 | 0 | 1 | 1 | -6 | 1 | 2 | 0 | CCOC(=O)c1c(NC(=O)CNC2CCCc3ccccc32)sc(C(N)=O)c1C (stereo not given)
7 | 0.0 | 1 | -1 | -1 | -1 | -1 | 0 | -3 | -4 | COC(=O)N/N=C/c1c[nH]c2ccccc12
1 | 0.8 | 10 | -3 | 3 | -2 | 6 | 2 | 1 | -7 | COc1ccc(OC)c(S(=O)(=O)N2CCN(c3ccccn3)CC2)c1
-1 | -0.5 | -20 | 3 | -7 | 7 | -4 | -1 | 4 | -1 | CSCCC(NS(=O)(=O)c1ccc2c(c1)OCCO2)C(=O)NCCc1ccccn1 (stereo not given)
6 | 0.2 | -9 | 1 | 11 | -1 | -1 | -1 | -3 | -4 | NC(=O)C1CCN(S(=O)(=O)c2cccc(C(=O)O)c2)CC1
5 | -0.3 | -8 | 9 | -4 | 2 | 6 | 0 | -6 | 4 | CCN1C(=O)N2C[C@H]3CON(C)[C@H]3C[C@H]2c2ccccc21
3 | 0.6 | 1 | 0 | 14 | 0 | 5 | 0 | 0 | -6 | Cc1c(-n2c(SCC(C)C)nc3ccccc3c2=O)c(=O)n(-c2ccccc2)n1C
4 | -0.4 | 2 | 1 | 7 | 0 | -4 | -3 | -3 | 1 | COc1ccc(NC(=O)N(C)C[C@H]2Oc3c(NC(=O)NC(C)C)cccc3C(=O)N([C@H](C)CO)C[C@@H]2C)cc1
4 | 0.9 | -4 | 4 | -7 | -3 | -1 | 1 | 2 | -1 | CCN(CC)N=Nc1cccc(NC(C)=O)c1

UHRF1 binding, hit marks shown above.
SIAE inh | proKLK7 act | TDP2 inh | PRMT1 FP inh | TCR-CD3 inh | UHRF1 binding | DDE Tn7 FP inh | LEDGF integ inh | MBD2 inh | Tn6 DDE FP | canonical_smiles
23* | 0.0 | -6 | 9 | -6 | 24* | 1 | 0 | 12 | -5 | COc1ccccc1C(=O)N1CCN(C(=O)[C@H]2O[C@@H](n3cnc4c(N)ncnc43)[C@H](O)[C@@H]2O)CC1

Source: PubChem BioAssay
